# Screening data from PubChem BioAssay.
# CRFBP-R2 agonist: agonists of CRF-BP/CRF-R2 complex, primary screen, cell-based, HEK293, calcium dye fluorescence, uHTS | calcium dye fluorescence (FLIPR); percent of saturating CRF peptide response | activation, % at 13.2 µM | hit rate 0.46% among 350,000 | CRF-binding protein / CRF receptor 2 complex (human);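 active means activation of at least 50%, plus an integration ratio under a set limit after plate pattern correction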;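 further: plate controls were neutral control wells without compound for no effect and CRF at EC100 for full effect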
# CHRM5 agonist: human M5 muscarinic receptor agonists, primary screen, CHO-K1 cells, Fluo-8 calcium fluorescence. AID 624037, 2012. activation, % at 3 µM. hit rate 0.19% among 360,000. Muscarinic acetylcholine receptor M5 (Homo sapiens), P08912. CHO-K1 hM5 cells; 0% DMSO wells, 100% maximal acetylcholine response;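 active means activation above the run's mean over test compounds plus 3 SD, cut at about 23% in these data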;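 further: signal is peak over basal fluorescence ratio across the kinetic read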
# Target sequence (P08912 whole entry, looked up): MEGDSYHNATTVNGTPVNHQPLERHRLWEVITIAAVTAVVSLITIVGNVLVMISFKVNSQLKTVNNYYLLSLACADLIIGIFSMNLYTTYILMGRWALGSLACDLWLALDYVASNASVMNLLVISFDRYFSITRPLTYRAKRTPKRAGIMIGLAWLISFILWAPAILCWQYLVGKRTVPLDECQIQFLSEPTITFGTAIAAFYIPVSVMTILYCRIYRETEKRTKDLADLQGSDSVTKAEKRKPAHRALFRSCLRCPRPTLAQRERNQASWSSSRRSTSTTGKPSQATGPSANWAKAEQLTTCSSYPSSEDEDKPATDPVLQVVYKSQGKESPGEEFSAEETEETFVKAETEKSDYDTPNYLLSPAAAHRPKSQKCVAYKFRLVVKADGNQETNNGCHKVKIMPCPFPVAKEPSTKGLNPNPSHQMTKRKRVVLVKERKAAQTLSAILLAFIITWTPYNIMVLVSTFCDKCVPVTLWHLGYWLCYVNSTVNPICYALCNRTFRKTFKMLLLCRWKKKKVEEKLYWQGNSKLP
# M5 antag: human M5 muscarinic receptor antagonists, primary screen, CHO cells, Fluo-8 calcium fluorescence; CHO-hM5 cells, ACh EC80; Muscarinic acetylcholine receptor M5 (Homo sapiens), P08912; inhibition, % at 3 µM; AID 624040, 2012; hit rate 0.59% among 360,000;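 active means inhibition above a per-plate cutoff, the mean of that plate's test compounds plus 3 SD, cut at about 27% in these data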;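 further: 0% = acetylcholine EC80 with DMSO and 100% = DMSO without agonist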
# CHRM4 PAM: human M4 muscarinic receptor positive allosteric modulators, primary screen, CHO-K1 cells, Fluo-8 calcium fluorescence; Muscarinic acetylcholine receptor M4 (Homo sapiens), P08173; CHO-K1 hM4/Gqi5, ACh EC20; 0% = ACh EC20, 100% = maximal ACh; activation, % at 3 µM; hit rate 0.4% among 360,000; AID 624126, 2012;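 active means activation above its plate's cutoff, the mean activation of sample wells plus 3 SD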; further: some results filed as inactive read as strong as hits
# CRFR2-BP antag: antagonists of CRF-BP/CRF-R2 complex, primary screen, cell-based, HEK293, calcium dye fluorescence, uHTS. CRF-induced calcium fluorescence. inhibition, % at 11.8 µM. hit rate 0.59% among 350,000;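 active means inhibition of the ligand-induced calcium signal above about 50% at the single tested concentration, limit read from the data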
# M4 ag: human M4 muscarinic receptor agonists, primary screen, CHO-K1 cells, Fluo-8 calcium fluorescence; Muscarinic acetylcholine receptor M4 (Homo sapiens), P08173; CHO-K1 hM4/Gqi5; vehicle 0%, full acetylcholine response 100%; activation, % at 3 µM; hit rate 0.14% among 360,000; AID 624127, 2012;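 active means activation above the run mean over all test wells plus 3 SD, cut at about 32% in these data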;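 further: peak over basal fluorescence ratio per well then scaled between controls; 0% = DMSO wells and 100% = acetylcholine at EC100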
# CHRM1 PAM: human M1 muscarinic receptor positive allosteric modulators, primary screen, CHO-K1 cells, Fluo-8 calcium fluorescence, 1536-well; Muscarinic acetylcholine receptor M1 (Homo sapiens), P11229; activation, % at 3 µM; CHO-K1 hM1, ACh EC20; 0% = ACh EC20, 100% = maximal ACh; hit rate 0.088% among 360,000; in the data active means activation above about 19%, passing the limit was not always enough
# Target sequence (P11229 whole entry, looked up): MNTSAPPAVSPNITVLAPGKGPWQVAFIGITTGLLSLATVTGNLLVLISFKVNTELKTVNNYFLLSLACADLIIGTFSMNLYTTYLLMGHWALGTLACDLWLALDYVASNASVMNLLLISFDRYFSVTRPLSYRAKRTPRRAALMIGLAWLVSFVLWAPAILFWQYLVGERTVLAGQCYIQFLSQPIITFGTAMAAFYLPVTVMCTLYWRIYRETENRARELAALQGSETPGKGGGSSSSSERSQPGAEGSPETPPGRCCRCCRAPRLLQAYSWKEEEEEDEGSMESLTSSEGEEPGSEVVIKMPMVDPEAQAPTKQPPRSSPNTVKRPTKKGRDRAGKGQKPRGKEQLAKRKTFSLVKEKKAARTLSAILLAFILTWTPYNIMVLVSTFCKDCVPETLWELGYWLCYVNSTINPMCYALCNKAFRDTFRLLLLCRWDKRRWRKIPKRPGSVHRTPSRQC
# M5 PAM: human M5 muscarinic receptor positive allosteric modulators, primary screen, CHO-K1 cells, Fluo-8 calcium fluorescence | Muscarinic acetylcholine receptor M5 (Homo sapiens), P08912 | hit rate 0.3% among 360,000 | AID 624038, 2012 | activation, % at 3 µM | CHO-K1 hM5, ACh EC20 PAM; 0% = ACh EC20, 100% = ACh EC100;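 active means activation above the run cutoff, the mean activation of all test compounds plus 3 SD, cut at about 18% in these data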
#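 System: CHO-K1 cell line with stable human muscarinic M5 receptor expression | Also added: EC20 acetylcholine as agonist stimulus | Compound: One concentration, 3 µM final (nominal) | Timing: Fluo-8 loading 80 min at 37 °C plus 30 min room temperature | Measured by: Fluo-8 calcium dye fluorescence, kinetic read | Read-out basis: % activation, ACh-normalized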
# CHRM4 antagonist: human M4 muscarinic receptor antagonists, primary screen, CHO cells, Fluo-8 calcium fluorescence | CHO-hM4 cells, ACh EC80 | inhibition, % at 3 µM | hit rate 0.73% among 360,000 | AID 624125, 2012;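 active means inhibition above its plate's cutoff, the mean inhibition of sample wells plus 3 SD, cut at about 27% in these data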;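 further: 0% = acetylcholine EC80 with DMSO and 100% = DMSO without agonist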
# * = called active by the depositor; / = no result given.
SMILES,CRFBP-R2 agonist,CHRM5 agonist,M5 antag,CHRM4 PAM,CRFR2-BP antag,M4 ag,CHRM1 PAM,M5 PAM,CHRM4 antagonist
COc1ccc(N2CCN(Cc3nc4scc(-c5cccs5)c4c(=O)[nH]3)CC2)cc1,4.3,3,2,2,-34,3,6,4,-5
COc1ccc(Cl)cc1NC(=O)CN(C)CC(=O)Nc1cccc(S(=O)(=O)N2CCCC2)c1,0.3,-2,2,-1,6,19,5,-8,-3
COc1ccccc1CNC(=O)CCNS(=O)(=O)c1ccc2c(c1)oc(=O)n2C,1.3,-1,-2,3,-6,1,4,2,2
CC1CN(c2nnnn2-c2ccccc2)CC(C)O1 (stereo not given),0.4,-2,3,15,1,1,10,-1,-4
O=C(NCCc1ccc(F)cc1)c1cccs1,0.8,-2,2,2,-4,0,0,-4,11
CC(C)NC(=O)C1(C)CCCN1Cc1ccccc1C#N (stereo not given),/,0,-5,-3,/,1,1,-1,11
O=C(CNC(=O)c1ccc([N+](=O)[O-])cc1)N/N=C/c1c[nH]c2ccccc12,1.1,-5,17,-2,-3,0,-2,-5,-10
CCOc1cc(C2CC(=O)c3c(ccc4ccccc34)N2)ccc1O (stereo not given),-0.9,-2,-8,-4,7,2,2,-8,2
O=C(CCC(=O)N1CCN(S(=O)(=O)c2ccccc2)CC1)NC1CCCc2ccccc21 (stereo not given),-0.2,-1,-2,1,3,3,11,-3,1
O=C(Nc1nnc(-c2ccccc2)o1)C1CCCN1S(=O)(=O)c1cccs1 (stereo not given),-1.4,2,10,1,2,1,2,-11,6
CC(=O)c1ccc(O)c(CSC2=NCCS2)c1,-1.2,2,-4,8,2,3,-5,11,-5
CC(=O)c1c(C)[nH]c(C(=O)CSc2nnc(-c3cccs3)n2Cc2ccccc2)c1C,0.5,-1,12,-14,0,10,-5,-6,3
CC(=O)c1sc2nc(SCC(=O)N3CCCCC3)[nH]c(=O)c2c1C,1.9,2,3,19,2,1,3,4,-17
O=C(OCC(=O)c1c[nH]c2ccccc12)c1ccc(F)c(S(=O)(=O)N2CCOCC2)c1,-2.0,5,-5,1,-2,15,0,-2,-1
COc1ccc(S(=O)(=O)Nc2ccc(N(C)C(C)=O)cc2)cc1,0.6,1,-5,1,1,2,6,0,0
C=CCNc1nc(N(c2ccccc2)c2ccccc2)nc(-n2ccnc2)n1,9.5,-3,7,-9,-95,3,0,-10,0
Nc1c(S(=O)(=O)c2ccccc2)cnc2c(-c3ccc(F)cc3)cnn12,21,0,10,12,-13,1,11,2,10
Cc1ccc2nc(NCCc3ccc(Cl)cc3)c3nncn3c2c1,-0.3,-3,16,2,-15,0,2,-6,-10
O=C(/C=C/c1ccccc1)Nc1ccc2c(c1)OCCO2,-1.3,-1,24,-4,19,13,-3,-14,-3
Cc1ccc(-c2nc(-c3cccnc3)sc2CC(=O)Nc2ccc3nc(C)sc3c2)cc1,7.0,-4,8,17,-17,1,-1,3,-15
C#CCOCCOCCOCCNc1nc(N2CCN(C(=O)CCCCCCCCCCNC(=O)Cn3cc(C[C@@H](C)O)nn3)CC2)nc(N2CCN(C(=O)CCCCCCCCCCNC(=O)[C@H](CO)n3cc(CCCSC)nn3)CC2)n1,4.0,-2,16,6,1,2,-3,-4,-1
CC(NC(=O)c1ccc(NC(=O)CC2SC(N3CCCC3)=NC2=O)cc1)c1ccc(F)cc1 (stereo not given),0.0,1,-3,5,2,-2,3,1,-12
O=C(c1cccc([N+](=O)[O-])c1)N1CCN(c2ccccn2)CC1,-2.5,-2,8,-5,36,1,15,-1,8
Cc1ccc(NC(=O)COC(=O)c2ccco2)cc1S(=O)(=O)N1CCOCC1,1.1,0,11,7,8,3,7,3,1
CCN(CC)C(=O)c1ccc2sc([C@H]3C[C@H](O)[C@@H](CO)O3)nc2c1,/,0,-1,3,/,1,7,1,4
COC(=O)CNC(c1ccccc1)c1cc(Br)ccc1NS(=O)(=O)c1ccc(C)cc1 (stereo not given),0.7,0,-6,-4,-16,-1,4,-1,8
O=C(O)C1CCCCC1C(=O)NCc1ccccc1 (stereo not given),3.0,0,4,-3,11,0,-4,-4,2
CC(C)CC(=O)Nc1sc2c(c1C(=O)O)CCCCC2,0.2,-5,-3,0,16,0,11,2,2
C/C(=N\NC(=S)NCc1ccccc1)c1ccc(C)o1,-1.6,-3,6,0,0,1,1,3,-3
CCN(CC)C(=O)c1ccc(C)c(Br)c1,-2.1,-2,-2,0,29,0,10,4,7
CS(=O)(=O)c1nc(-c2ccccc2)cc(-c2ccccc2)c1C#N,2.1,-8,0,-4,0,2,2,-5,1
C/C(=N\NC(=O)C1CCCC1)c1ccc(C(C)C)cc1,-1.1,-4,9,3,-10,1,5,-2,1
COc1cc(CC(=O)OCc2cccc([N+](=O)[O-])c2)cc(OC)c1OC,-1.0,6,-6,-5,10,5,11,4,6
CNC(=O)CCC(=O)Nc1ccc(C(=O)OC)cc1,1.4,-3,0,-3,-20,0,-1,-2,-3
O=C(OCc1cccc(Cl)c1)c1cc(S(=O)(=O)N2CCCCC2)ccc1N1CCOCC1,4.1,-5,-8,0,-1,1,16,7,-12
O=C(NOC(=O)c1ccccc1)c1ccccc1,-0.1,1,-1,-3,-15,0,14,7,-2
Cc1ccc2c(CC(=O)Nc3cccc(S(=O)(=O)N4CCOCC4)c3)coc2c1,2.7,3,3,-3,0,7,9,4,1
CC(=O)Nc1ccc(NC(=O)CSC2=NS(=O)(=O)c3ccccc3N2)cc1,-0.5,0,3,17,9,0,17,2,-6
Cc1ccc(CNC(=O)[C@H](Cc2ccccc2)NC(=O)c2ccco2)cc1,-0.2,0,9,-3,-11,5,4,-2,-3
Cc1ccc(Nc2nnc(C(C)(C)C)c(=O)n2N)cc1,0.1,-2,13,-1,-2,1,7,-4,9
c1ccc(-c2sc3ccccc3c2-c2ccc(OCCN3CCCC3)cc2)cc1,4.6,-4,9,11,0,4,8,-2,11
CC1(C(=O)Nc2ccc(S(=O)(=O)Nc3ncccn3)cc2)CCCC1,-0.4,0,-1,-10,4,0,2,-2,-6
CC(=O)N/C(=C\c1ccccc1)C(=O)OCc1ccc(C)cc1,0.0,-1,4,4,-3,1,8,2,-7
COc1ccc(CNC(=O)C2CCN(C(=O)[C@@H]3Cc4ccccc4CN3)CC2)cc1,1.0,-6,-4,2,-8,0,8,2,-4
CC(=O)Nc1cccc(N=NN2CCOCC2)c1,-0.9,1,3,-1,-36,0,11,-1,0
C=CCNC(=O)COc1ccc(S(=O)(=O)N2CCCC2)cc1,1.7,-1,2,5,-9,0,8,3,0
O=C(O)CSc1sc(=S)sc1SCC(=O)O,-1.4,2,-5,-5,18,0,5,2,8
CCN(CC)CCNC(=O)CNC(=O)c1nn(-c2ccc(OC)c(OC)c2)c(=O)c2ccccc12,-0.1,-4,0,5,32,1,-4,1,-20
CC1(C)CC(=O)c2cnc(NC(=O)c3ccco3)nc2C1,-0.8,2,3,4,9,2,4,-4,0
O=C(Cn1nc(-c2ccccc2)nc1-c1ccccc1)OC1CCCCC1,6.0,0,2,-2,0,4,-10,0,3

# Four of these compounds, reformatted.
# Sequence of screens: CRFBP-R2 agonist | CHRM5 agonist | M5 antag | CHRM4 PAM | CRFR2-BP antag | M4 ag | CHRM1 PAM | M5 PAM | CHRM4 antagonist
c1ccc(-c2sc3ccccc3c2-c2ccc(OCCN3CCCC3)cc2)cc1
    4.6 | -4 | 9 | 11 | 0 | 4 | 8 | -2 | 11
CCN(CC)C(=O)c1ccc2sc([C@H]3C[C@H](O)[C@@H](CO)O3)nc2c1
    / | 0 | -1 | 3 | / | 1 | 7 | 1 | 4
O=C(c1cccc([N+](=O)[O-])c1)N1CCN(c2ccccn2)CC1
    -2.5 | -2 | 8 | -5 | 36 | 1 | 15 | -1 | 8
COc1ccc(CNC(=O)C2CCN(C(=O)[C@@H]3Cc4ccccc4CN3)CC2)cc1
    1.0 | -6 | -4 | 2 | -8 | 0 | 8 | 2 | -4

# Further structures follow.
SMILES,CRFBP-R2 agonist,CHRM5 agonist,M5 antag,CHRM4 PAM,CRFR2-BP antag,M4 ag,CHRM1 PAM,M5 PAM,CHRM4 antagonist
COc1cc(N/N=C/c2ccccc2O)ncn1,0.9,-3,2,1,-31,1,-6,-7,-8
CO[C@@H]1CN(C)C(=O)c2cc(NC(=O)Nc3ccc4c(c3)OCO4)ccc2OC[C@@H](C)N(C)C[C@H]1C,/,1,-4,1,/,1,/,-3,-4
CCC(C)N1CCN(C(=O)c2cccs2)CC1 (stereo not given),0.9,-5,3,3,1,0,-9,-2,-4
Fc1ccc(NC(=S)NCc2cccs2)cc1,0.0,0,3,17,-13,6,0,-4,-9
Nc1sccc1C(=O)NC1CC1,/,2,0,1,/,3,/,-2,-1
Cc1nn(-c2cc(N3CCCCC3)ccc2[N+](=O)[O-])c(=O)c2ccccc12,-0.9,-6,2,-2,18,-1,-3,-6,6
COc1ccc(COC(=O)Nc2c(SC)nsc2SC)cc1,0.6,-11,5,-3,16,1,5,-3,1
O=[N+]([O-])c1cccc(/C=C/c2nc3ccc([N+](=O)[O-])cc3[nH]2)c1,-0.2,0,18,-5,16,16,-14,-12,6
COc1ccc(-c2noc(CN(C(=O)c3ccc4c(c3)OCO4)C(C)C)n2)cc1OC,-0.2,3,3,-2,0,3,0,-5,7
COc1ccc(-c2ccc(SCc3ccccn3)nn2)cc1OC,-2.7,4,-2,-11,-13,16,-6,-6,-21
Cc1cc(NS(=O)(=O)c2ccc(NC(=O)C(c3ccccc3)c3ccccc3)cc2)no1,-1.2,-8,-3,6,-6,-1,11,12,5
Cc1cccc(C)c1NC(=O)C1(N(C(=O)c2ccccn2)c2ccc(O)cc2)CCCCC1,-1.7,-9,-5,7,3,0,-1,7,-4
O=C(CN(C(=O)c1nsc(Cl)c1Cl)c1cccc(F)c1)NC1CCCC1,-2.2,-4,1,-7,0,1,4,2,-3
COc1ccc(Cl)cc1C(=O)Nc1ccc(N(C)C(C)=O)cc1,-0.4,-1,4,-4,6,2,-8,-5,2
COc1ccc(NC(=O)COC(=O)CCCOc2ccc(Cl)cc2Cl)cc1Cl,2.4,-2,5,0,-16,1,6,-5,0
COc1ccc(N2CCN(C(=O)CN3CCN(C(c4ccccc4)c4ccccc4)CC3)CC2)cc1,2.8,-9,4,-15,23,0,-24,-13,28*
CNC(=S)N=Nc1c(O)[nH]c2ccccc12,-3.2,0,0,-1,1,0,4,-2,3
C=CCNC(=O)COc1c(C)ccc(C)c1C,-2.0,-6,-7,17,8,0,-1,12,-23
Nc1ccccc1C(=O)NC1CCCCNC1=O (stereo not given),-0.5,0,0,2,1,0,13,3,-12
CCOc1ccc(C(=O)Nc2ccc3c(c2)C(=O)NC3=O)cc1,2.0,4,4,8,13,1,14,1,-4
COc1ccc(NC2CC(=O)N(c3cccc(C)c3)C2=O)cc1 (stereo not given),-1.6,0,-3,-3,1,1,8,-8,-3

# This is a random part of the collection; about 2.6% have a hit in one of these screens.
